# hERG rescue = hERG (human) protection from proarrhythmic block; 0.51% of 310,000 active; Q12809; activation (rescue from dofetilide block), less the hit threshold, % at 10 µM; AID 1511; CHO-hERG, FluxOR thallium flux, dofetilide IC70 present;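 active means activation above the mean of controls blocked by dofetilide plus 5 SD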;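 further: thallium influx through hERG after potassium depolarization seen as dye fluorescence rise; in these data hits start at about 4.7%; inactives centre near -7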
# KCNQ1 block = inhibitors of human KCNQ1 potassium channel; CHO-K1 KCNQ1, FluxOR thallium flux fluorescence; active compounds read high; B-score at 10 µM; 1.3% of 310,000 active; AID 2642;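 active means compounds whose thallium flux B-score, printed positive for inhibition, exceeds three library SD while starting fluorescence stays within three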;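 further: channel opened by potassium depolarization with thallium stimulus after 20 min compound exposure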
# Target sequence (P51787 whole entry, looked up): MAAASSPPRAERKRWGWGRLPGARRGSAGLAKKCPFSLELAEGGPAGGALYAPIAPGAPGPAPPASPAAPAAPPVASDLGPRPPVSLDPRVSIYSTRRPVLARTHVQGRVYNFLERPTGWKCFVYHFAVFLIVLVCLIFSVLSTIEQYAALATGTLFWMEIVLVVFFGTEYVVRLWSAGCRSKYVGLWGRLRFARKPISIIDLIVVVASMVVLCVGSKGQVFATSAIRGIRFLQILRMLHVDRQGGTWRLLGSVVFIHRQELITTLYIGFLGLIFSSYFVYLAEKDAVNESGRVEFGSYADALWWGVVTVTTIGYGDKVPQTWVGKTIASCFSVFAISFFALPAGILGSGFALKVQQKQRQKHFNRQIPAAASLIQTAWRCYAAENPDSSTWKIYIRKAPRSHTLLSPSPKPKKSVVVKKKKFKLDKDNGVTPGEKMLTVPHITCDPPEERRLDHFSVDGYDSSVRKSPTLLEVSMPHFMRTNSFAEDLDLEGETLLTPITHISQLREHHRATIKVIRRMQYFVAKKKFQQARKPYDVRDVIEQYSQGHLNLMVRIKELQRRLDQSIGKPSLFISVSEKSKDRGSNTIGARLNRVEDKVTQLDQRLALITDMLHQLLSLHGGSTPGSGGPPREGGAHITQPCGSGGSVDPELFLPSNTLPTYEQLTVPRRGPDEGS
# TRPC4 agonist = activators of mouse TRPC4 channel; HEK293 TRPC4beta/mu-opioid, Fluo4 calcium fluorescence; active compounds read high; B-score at 10 µM; 0.49% of 310,000 active;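 active means B-score above 5 SD of library B-scores, and initial fluorescence ratio not above library mean plus 5 SD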;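 further: positive B-score marks a calcium rise read as TRPC4 activation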
#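 Assay system: HEK293 cells stably co-expressing mouse TRPC4beta and mu-opioid receptor / Timing: Fluo4 dye loading 45 min at room temperature, 110 s recording / Signal: Fluo4 calcium-sensitive dye fluorescence, kinetic, 1 Hz baseline / Read-out: integrated baseline-normalised fluorescence ratio, converted to per-well B score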
# KCNQ1 act = potentiators or activators of human KCNQ1 potassium channel; CHO-K1 KCNQ1, thallium flux FluxOR fluorescence; active compounds read high; 0.35% of 310,000 active; P51787; B-score at 10 µM;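 active means fluorescence ratio B-score, a plate-corrected score, at least three library SD, with initial intensity B-score within 5 SD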
#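 System: Stable KCNQ1 CHO-K1 line | Incubation: 90 min dye loading and 20 min compound exposure, both at room temperature | Measure: Ratio B score | Medium: Assay buffer for compound exposure, DMSO matched across wells | Compound dosing: Single-concentration screen | Probe or stimulus: K+/Tl+ depolarizing stimulus | Measured by: Kinetic FluxOR fluorescence, 10 s baseline plus 110 s post-stimulus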
# KCNK9 block = human KCNK9 channel inhibition. Q9NPC2. HEK293 KCNK9, FluxOR thallium flux fluorescence; active compounds read low. B-score at 10 µM. 1.2% of 310,000 active. AID 488922;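 active means ratio B-score over 3 SD below the library mean, with starting fluorescence within 5 SD of its mean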;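 further: negative B-score means less thallium flux so channel inhibition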
# PolyA inh = blocks polyadenylation in yeast reporter cells; S. cerevisiae SKY197-pL101 polyadenylation reporter, beta-gal luminescence; efflux-impaired pdr1/pdr3 knockout yeast; score 100 = 6 SD above DMSO; calls only at 12 µM; 0.02% of 300,000 active; AID 1875;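 active means lowest replicate activity score at least 50, where 100 means six control SD above control mean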;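 further: yeast exposed to compound for 9 h at 30 °C; higher score means more reporter readthrough which indicates perturbed polyadenylation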
# Platelet DG rel = platelet dense granule release activity; human platelet-rich plasma, SFLLRN dense granule ATP release, luminescence; AID 1663; inhibition, %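 (compounds screened at 7.5 µM in platelet-rich plasma)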; 0.22% of 300,000 active;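 active means mean replicate score, as percent of positive control, at or above 50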
# TRPC4 inh = inhibitors of mouse TRPC4 channel | B-score at 10 µM | 0.39% of 300,000 active | AID 2247 | HEK293 TRPC4beta/mu-opioid, DAMGO-evoked Fluo4 calcium flux; active compounds read low | Q9QUQ5;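 active means B-score over 3 SD under the library average, no early fluorescence shift, positive overall ratio signal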
#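 Assay system: HEK293 cells with stable TRPC4beta plus mu-opioid receptor expression. Dosing: single dose. Measured by: Fluo4 Ca2+ flux fluorescence. Also added: DAMGO in two steps, submaximal then maximal. Read-out: B score from integrated Fluo4 fluorescence ratio.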
# TRPC4 PAM = TRPC4 (mouse) allosteric potentiation. Q9QUQ5. HEK293 TRPC4beta/mu-opioid, DAMGO EC20, Fluo-4 Ca2+ flux; active compounds read high. B-score at 10 µM. 0.42% of 310,000 active. AID 2227;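 active means B-score of calcium response area above 5 SD of library B-scores, with initial fluorescence ratio within 5 SD of library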;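 further: B-score of integrated fluorescence ratio over time as area under calcium response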
# KCNK3 block = human KCNK3 channel inhibition, primary screen | O14649 | CHO-KCNK3 thallium flux, FluxOR fluorescence; active compounds read low | B-score at 10 µM | 0.84% of 340,000 active | AID 602410;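 active means B-score under library mean minus 4 SD, starting fluorescence ratio at most library mean plus 5 SD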;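 further: more negative B-score means stronger inhibition of thallium flux through KCNK3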
# Target sequence (O14649 whole entry, looked up): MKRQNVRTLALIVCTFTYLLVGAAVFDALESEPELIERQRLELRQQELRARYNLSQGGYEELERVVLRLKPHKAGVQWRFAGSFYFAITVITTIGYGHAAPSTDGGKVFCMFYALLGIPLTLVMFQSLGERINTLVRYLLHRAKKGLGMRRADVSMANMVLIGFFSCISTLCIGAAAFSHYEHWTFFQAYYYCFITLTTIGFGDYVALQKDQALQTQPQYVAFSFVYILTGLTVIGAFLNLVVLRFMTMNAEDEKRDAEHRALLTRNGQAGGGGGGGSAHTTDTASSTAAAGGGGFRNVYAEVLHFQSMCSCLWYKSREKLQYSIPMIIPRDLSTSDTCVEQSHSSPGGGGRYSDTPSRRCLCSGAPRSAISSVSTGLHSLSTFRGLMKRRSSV
# Dyrk1A ADPGlo = inhibitors of rat Dyrk1A kinase; 0.43% of 310,000 active; AID 504441; ADP-Glo luminescence, NFATc1 peptide; Q63470; inhibition, % at 12.5 µM; in the data active means inhibition above about 50%;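 further: plate controls were vehicle with enzyme for no effect and no enzyme for full effect; many of its hits are not listed in these tables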
# Starred values were filed as active, the others as inactive; i = inactive; nt = not tested or not shown. Some of the compounds tested, so the mix of outcomes need not match the whole.
SMILES,hERG rescue,KCNQ1 block,TRPC4 agonist,KCNQ1 act,KCNK9 block,PolyA inh,Platelet DG rel,TRPC4 inh,TRPC4 PAM,KCNK3 block,Dyrk1A ADPGlo
COc1ccc(S(=O)(=O)n2nc(OC(=O)c3ccco3)cc2N)cc1,-7.7,i,i,i,i,i,11.1,i,i,i,-3.2
COc1cc(OC)c(C(=O)OC(C)C(=O)Nc2cccc(C(F)(F)F)c2)cc1OC (stereo unspecified),-4.7,i,i,i,i,i,0.6,i,i,i,-0.9
C/C(=N\NS(=O)(=O)c1ccc(Br)cc1)c1ccc2c(c1)OCO2,-6.8,i,i,i,i,i,4.5,i,i,i,1.6
COc1cc(/C=N/NC(=O)c2cccnc2)ccc1OCC(=O)Nc1ccccc1Cl,-8.1,i,i,i,i,i,16.7,i,i,i,11.9
O=C(CSc1ncnc2c1nnn2Cc1ccccc1)NC1CCCCC1,-10.2,i,i,i,i,i,-4.8,i,i,i,-5.0
C=CCn1c(SCC(=O)c2[nH]c(C)c(C(=O)OCC)c2C)nc2scc(-c3ccc(OC)c(OC)c3)c2c1=O,-2.0,i,i,i,i,i,14.6,i,i,i,1.1
Cc1ccc(S(=O)(=O)N2CCN(Cc3ccsc3)CC2)cc1,-9.1,i,i,i,i,i,-0.4,i,i,i,-1.0
COc1ccc(N=Nc2cc(-c3ccccc3)ccc2O)cc1,-6.3,i,i,i,i,i,0.9,i,i,i,4.7
COC(=O)/C(=C/Nc1cccc2ccccc12)[N+](=O)[O-],-5.5,i,i,i,i,i,-0.7,i,i,i,nt
O=C(c1ccc(NS(=O)(=O)c2ccc3[nH]c(=O)[nH]c3c2)cc1)N1CCN(c2ccccc2O)CC1,-9.5,i,i,i,i,i,0.8,i,i,i,8.1
CCOC12NC(=O)CC(=O)N1C(c1ccccc1)=CS2 (stereo unspecified),-9.8,i,i,i,i,nt,2.3,i,i,i,-2.2
O=C(Nc1ccccn1)C1(c2ccccc2)CCCC1,-8.5,i,i,i,i,i,-14.5,i,i,i,1.2
O=C(NCc1ccc2c(c1)OCO2)Nc1ccc(Cl)cc1,-2.5,i,i,i,i,i,0.5,i,i,i,-5.6
CCCCn1c(SCC(=O)NC2CC2)nnc1-c1ccncc1,-5.1,i,i,i,i,i,-4.1,i,i,i,-5.8
CCOc1ccc(CC(=O)NCc2ccc3c(c2)cc(C)n3C)cc1,-8.7,i,i,i,i,i,32.6,i,i,i,-1.7
O=C(Nc1cccc(C(F)(F)F)c1)c1cccnc1N1CCN(c2ccccc2)CC1,-4.3,i,i,i,i,i,-8.6,i,i,i,3.1
COc1ccc(NC2CCCN(C(=O)CCc3ccncc3)C2)cc1OC (stereo unspecified),-7.9,i,i,i,i,i,-4.6,i,i,i,2.8
Cc1ccccc1CN1C(=O)C2(OCCCO2)c2ccccc21,-10.3,i,i,i,i,i,6.1,i,i,i,-0.1
N#Cc1c(N)sc2c1CCCCCC2,-12.1,i,i,i,i,i,-0.8,-7*,i,i,-4.2
Cc1cc(C)c(NC(=S)N2CCC(N(C)CC3CCCO3)CC2)c(C)c1 (stereo unspecified),-8.7,i,i,i,i,i,-2.0,i,i,i,2.7
Cc1ccccc1C1c2[nH]c3ccccc3c2C[C@H]2C(=O)N(c3ccccc3C(=O)NCCN3CCOCC3)C(=O)N12 (stereo partly specified),-16.9,i,i,i,i,i,3.5,i,i,i,11.6
COc1cccc(NC(=O)c2cnsn2)c1,-16.7,i,i,i,i,i,-1.0,i,i,i,8.9
COc1cccc(CN2CCN(Cc3ccc4c(NC(C)=O)cccc4n3)CC2CCO)c1 (stereo unspecified),-6.7,i,i,i,i,i,0.9,i,i,i,-2.2
COc1cccc(-c2coc3cc4oc(=O)c(CCC(=O)O)c(C)c4cc23)c1,-6.0,i,i,i,i,i,9.7,i,i,i,3.6
COC(=O)c1cccc(NC(=S)Nc2ccccc2Cl)c1,-4.0,i,i,i,i,i,5.3,i,i,i,25.0
CCOc1ccc(CNC(=O)Cn2c(=O)c3cccn3c3ccccc32)cc1,-4.3,i,i,i,i,i,0.3,i,i,i,4.1
CC12CCC(C(=O)Nc3cc(Cl)ccc3Cl)(C(Br)C1=O)C2(C)C (stereo unspecified),-12.0,i,i,i,i,i,10.5,i,i,i,1.6
CCc1ccc(NC(=O)c2cnccn2)cc1,-6.9,i,i,i,i,i,9.8,i,i,i,-0.6
COc1ccc(C(=O)NC(=S)Nc2ccc(CN3CCOCC3)cc2)cc1OC,-5.3,i,i,i,i,nt,3.5,i,i,i,nt
COCc1n[nH]c(=S)n1-c1ccccc1,-4.0,i,i,i,i,i,-6.1,i,i,i,-0.1
CCn1c(=O)c(C(=O)CN2CCN(S(=O)(=O)c3ccc(C)cc3C)CC2)c(N)n(Cc2ccccc2)c1=O,-8.2,i,i,i,i,i,1.7,i,i,i,4.5
CCOc1ccc(C(C)NC(=O)c2cccs2)cc1OCC (stereo unspecified),-9.8,i,i,i,i,i,7.2,i,i,i,nt
O=C(NCCCN1CCCC1=O)c1cccc(Oc2ccccc2)c1,-10.4,i,i,i,i,i,0.5,i,i,i,-1.4
CN1C(=O)/C(=C/c2ccc(OCc3ccc(F)cc3)cc2)N(C)C1=S,-13.1,i,i,i,i,i,-5.2,i,i,i,3.6
CC(C)Oc1ccc(S(=O)(=O)N2CCOCC2)cc1NC(=O)c1ccc(N2CCCC2=O)cc1,-19.3,i,i,i,i,i,24.0,i,i,i,-8.7
Cc1cc(S(=O)(=O)n2ccnc2)c(Cl)cc1Cl,-7.1,i,i,i,i,i,-4.1,i,i,i,-4.3
Cc1ccc(C=Nc2ccccc2C(N)=O)s1,-0.4,i,i,i,i,i,3.3,i,i,i,2.1
O=S(=O)(NC1CCCCC1N1CCC(O)CC1)c1ccc(Cl)cc1 (stereo unspecified),-5.7,i,i,i,i,i,0.4,i,i,i,-3.3
CCCC(NC(=O)C(C)NC(=O)CO/N=C1\C=C2CCC3C4CCC(C(C)=O)[C@@]4(C)CCC3[C@@]2(C)CC1)C(=O)O (stereo partly specified),-9.8,i,i,i,i,i,2.2,i,i,i,0.0
Cc1cccc(N(C(=O)c2ccc(Cl)cc2)C2CS(=O)(=O)CC2OC(=O)c2ccc(Cl)cc2)c1 (stereo unspecified),-6.7,i,i,i,i,i,-8.7,i,i,i,4.8
O=C1CC(N2CCOCC2)C(=O)N1c1ccc(Cl)cc1 (stereo unspecified),-5.4,i,i,i,i,i,-2.5,i,i,i,-7.5
COc1ccccc1C(=O)Nc1ccc(S(=O)(=O)Nc2cc(C)nc(C)n2)cc1,-5.0,i,i,i,i,i,-4.9,i,i,i,-3.9
COCCNC(=O)c1c[nH]c2ccc(S(=O)(=O)Nc3ccccc3F)cc2c1=O,-6.2,i,i,i,i,i,-10.0,i,i,i,-2.9
COc1ccc([N+](=O)[O-])cc1NC(=O)C(C)OC(=O)C1CCCC1 (stereo unspecified),-11.2,i,i,i,i,i,-2.4,i,i,i,-2.0
CCN(CC)CCCN1C(=O)c2oc3ccccc3c(=O)c2C1c1cccc(OC)c1OC (stereo unspecified),-9.0,i,i,i,i,i,4.4,i,i,i,-8.6
Cc1cccc2cc3c(N)c(C(=O)N4CCOCC4)sc3nc12,-11.0,i,i,i,i,i,4.5,i,i,i,11.4
Cc1ccc2cccnc2c1NC(=S)NC(=O)c1ccccc1,-11.2,i,i,i,i,i,-2.3,i,i,i,0.4
CCN(CC(=O)Nc1c(F)cccc1F)C(=O)CSc1nnc(-c2ccco2)n1CC,-6.1,i,i,i,i,i,-2.8,i,i,i,-1.0
O=C(CN1CCCCCC1)NC(c1ccccc1)c1ccccc1,-6.1,i,i,i,i,i,-1.5,i,i,i,2.2
Cc1ccc(C)c(S(=O)(=O)N2CCCN(C)CC2)c1,-0.5,i,i,i,i,i,8.8,i,i,i,4.0
COc1cc(/C=N/Nc2ccc(C(F)(F)F)cn2)ccc1O,-1.3,i,i,i,i,i,-5.4,i,i,i,27.5
CC1=C(C)CC(C(=O)NNC(=O)c2ccccc2)C(C(=O)O)C1 (stereo unspecified),-2.4,i,i,i,i,i,-11.2,i,i,i,-0.1
Cc1ccc(C)c(NC(=S)N/N=C/C(C)c2ccccc2)c1 (stereo unspecified),-15.7,i,i,i,i,i,6.9,i,i,i,-9.5
Cc1cccc(N(C)S(=O)(=O)c2ccc3c(c2)C(C)(C)C(=O)N3C)c1,-8.6,i,i,i,i,i,3.8,i,i,i,2.4
COc1cc(OC)nc(NC(C)=O)n1,-7.0,i,i,i,i,i,21.3,i,i,i,4.5
Cc1ccc(SCc2nc3ccccc3n2CC(=O)Nc2ccccc2)cc1,-10.2,i,i,i,-6.91*,i,-4.1,nt,i,i,0.0
C#Cc1ccc(CN2CCC(N3CCC(C(=O)NCc4ccccn4)CC3)CC2)cc1,-4.4,i,i,i,i,i,-12.5,i,i,i,-3.0
Cc1cc(O)ccc1N/C=C1\CCCC1=O,-9.5,i,i,i,i,i,9.5,i,i,i,39.9
O=C(NNC(=O)c1csc(N2CCOCC2)n1)c1ccc(Cl)nc1,-3.8,i,i,i,i,i,-4.1,i,i,i,-3.7
O=C(c1ccc(-c2ccc([N+](=O)[O-])cc2)o1)N1CCCCC1,-9.1,i,i,i,i,i,0.5,i,i,i,3.5

# Continuation:
SMILES,hERG rescue,KCNQ1 block,TRPC4 agonist,KCNQ1 act,KCNK9 block,PolyA inh,Platelet DG rel,TRPC4 inh,TRPC4 PAM,KCNK3 block,Dyrk1A ADPGlo
COCCC(=O)N1CCC(Oc2ccc(C(=O)NC(C)CCn3cccn3)cc2)CC1 (stereo unspecified),-6.3,i,i,i,i,i,7.9,i,i,i,3.1
CCOC(=O)C1CCCN(C(=O)/C=C/c2cc(OC)c(OC)c(OC)c2)C1 (stereo unspecified),-8.5,i,i,i,i,i,-0.2,i,i,i,-1.5
CCOC(=O)c1c(NC(=O)CS(=O)(=O)c2cn(CC)c3ccccc23)sc2c1CCCC2,-11.6,i,i,i,i,i,1.1,i,i,i,0.7
O=C(NC(=S)NCc1ccco1)c1ccc(Br)cc1,-3.8,i,i,i,i,i,-6.1,i,i,i,nt
COc1cccc(C(=O)Nc2nnc(SCC(=O)Nc3ccc(NC(C)=O)cc3)s2)c1,-16.7,i,i,i,i,i,3.6,i,i,i,-3.0

# Bioassay records (PubChem BioAssay)
